NOD2-RIPK2 inh = inhibitors of human NOD2-RIPK2 interaction; O43353; CHO BLA complementation NOD2-RIPK2, CCF4 ratio; inhibition, % at 4.98 µM; 360,000 compounds, 0.38% hits; in the data active = inhibition above about 21%;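 also: 0% = vehicle only and 100% = reference blocker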
Target sequence (O43353 whole entry, looked up): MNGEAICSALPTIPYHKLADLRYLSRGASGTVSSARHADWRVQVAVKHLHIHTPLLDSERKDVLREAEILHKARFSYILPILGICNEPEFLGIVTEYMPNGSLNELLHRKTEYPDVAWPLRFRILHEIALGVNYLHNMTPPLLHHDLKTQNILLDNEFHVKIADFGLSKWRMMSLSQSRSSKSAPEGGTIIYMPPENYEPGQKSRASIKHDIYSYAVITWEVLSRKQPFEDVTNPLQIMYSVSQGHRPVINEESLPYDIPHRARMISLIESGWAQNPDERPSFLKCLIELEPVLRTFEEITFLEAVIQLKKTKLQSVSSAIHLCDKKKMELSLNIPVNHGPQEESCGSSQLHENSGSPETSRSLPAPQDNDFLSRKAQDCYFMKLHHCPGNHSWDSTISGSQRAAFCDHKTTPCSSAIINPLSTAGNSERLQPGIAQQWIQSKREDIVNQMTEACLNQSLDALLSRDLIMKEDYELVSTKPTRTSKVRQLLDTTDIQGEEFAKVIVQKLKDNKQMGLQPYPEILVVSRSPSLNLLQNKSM
TLR9-MyD88 inh = blocks human TLR9 binding to MyD88; inhibition, % at 4.98 µM; 340,000 compounds, 0.21% hits; Q9NR96+Q99836; CHO BLA complementation TLR9-MyD88, CCF4 FRET ratio;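 active = inhibition above the mean over all tested compounds plus 3 SD, cut at about 21% in these data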;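 also: 0% = DMSO only wells and 100% = clavulanate BLA inhibitor control wells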
TROY signal inh = blocks TROY-dependent signaling in reporter cells | Q293 LMP1-TROYcd NF-kB luciferase reporter, 4 h | inhibition, % at 10 µM | 360,000 compounds, 0.98% hits;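 active = compounds whose plate-normalised and pattern-corrected inhibition of the luciferase reporter signal at the single screening dose is 50% or more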
NCOA3 inh = inhibitors of human steroid receptor coactivator 3 (SRC3); 360,000 compounds, 0.17% hits; inhibition, % at 3.6 µM; Q9Y6Q9; HEK293 GAL4-SRC3 luciferase reporter, luminescence;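 active = inhibition above a per-campaign cutoff, the mean of all compounds plus 3 SD, cut at about 60% in these data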;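 also: 0% = DMSO-treated cells and 100% = gossypol-treated cells at 36 µM; higher means less SRC3-driven luciferase light from the GAL4 reporter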
LRH-1 inv ag = NR5A2 inverse agonism in reporter assay. inhibition, % at 3.6 µM. HEK293T StAR-luciferase reporter, LRH-1 transfected, 24 h. AID 602396. 360,000 compounds, 0.13% hits;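 active = inhibition above the mean inhibition of all tested compounds plus 3 SD, cut at about 73% in these data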;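 also: 0% = DMSO wells and 100% = reporter-only cells lacking LRH-1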
NR2F2 inh = blocks human COUP-TFII nuclear receptor; 370,000 compounds, 0.7% hits; HEK293T NGFI-A luciferase reporter, luminescence; AID 686940; inhibition, % at 8.6 µM;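 active = inhibition above a per-plate cutoff, mean inhibition of test wells between control levels plus 3 SD, cut at about 38% in these data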;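 also: cells cotransfected with COUP-TFII expression vector driving the NGFI-A reporter; 0% = median of COUP-TF2 test wells and 100% = reporter-only cells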
Target sequence (P24468 whole entry, looked up): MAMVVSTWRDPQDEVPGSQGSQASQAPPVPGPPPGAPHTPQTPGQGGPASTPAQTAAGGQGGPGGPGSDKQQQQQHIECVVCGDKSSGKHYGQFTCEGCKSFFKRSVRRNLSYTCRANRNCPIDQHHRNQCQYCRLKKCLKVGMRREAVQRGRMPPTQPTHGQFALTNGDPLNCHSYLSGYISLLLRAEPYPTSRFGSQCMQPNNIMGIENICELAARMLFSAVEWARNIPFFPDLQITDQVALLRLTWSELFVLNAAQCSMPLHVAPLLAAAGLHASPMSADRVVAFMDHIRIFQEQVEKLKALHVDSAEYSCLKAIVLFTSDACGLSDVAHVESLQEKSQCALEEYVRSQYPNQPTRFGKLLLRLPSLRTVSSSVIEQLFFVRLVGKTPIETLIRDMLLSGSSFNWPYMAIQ
SRC2 inh = inhibits human steroid receptor coactivator 2; Q15596; HEK293 GAL4-SRC2 luciferase reporter, luminescence; inhibition, % at 9 µM; 370,000 compounds, 0.17% hits; AID 651957;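 active = inhibition above the mean inhibition of all tested compounds plus 3 SD, set per campaign, cut at about 52% in these data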;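 also: 0% = DMSO treated cells and 100% = cells given Gossypol at 36 µM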
SRC1 inh = inhibits human SRC1 coactivator; 360,000 compounds, 0.12% hits; HEK293 GAL4-SRC1 luciferase reporter, luminescence; Q15788; inhibition, % at 3.6 µM; AID 588354;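 active = inhibition above the campaign mean plus 3 SD, with each screening campaign given its own cutoff, cut at about 60% in these data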;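 also: 0% = DMSO treated cells and 100% = gossypol at 36 µM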
TWEAK Fn14 block = TWEAK-Fn14 signaling inhibition. TWEAK-stimulated Fn14 reporter cells, luciferase luminescence, 8 h. inhibition, % at 10 µM. AID 1159606. 360,000 compounds, 2% hits; in the data active = inhibition above about 50%
Exocytosis inh = lytic granule exocytosis inhibition. 360,000 compounds, 0.66% hits. TALL-104 LAMP-1 surface exposure, flow cytometry; cells stimulated with thapsigargin and PMA. AID 651702. inhibition, % at 10 µM;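 active = inhibition above about 55%, limit read from the data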
ABHD5 PLIN5 PPI = inhibitors of human ABHD5-perilipin-5 interaction. Q00G26+Q8WTS1. Split G. princeps luciferase complementation, luminescence, 4 h. inhibition, % at 4 µM. 360,000 compounds, 0.78% hits. AID 602281;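 active = inhibition above the mean inhibition across every tested compound plus 3 SD, cut at about 22% in these data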;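 also: 0% = DMSO only wells and the 100% control is not disclosed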
* marks the source's active call; other numbers are inactive results; nt = not tested or not shown.

SMILES,NOD2-RIPK2 inh,NR2F2 inh,NCOA3 inh,TROY signal inh,TLR9-MyD88 inh,TWEAK Fn14 block,Exocytosis inh,SRC1 inh,ABHD5 PLIN5 PPI,SRC2 inh,LRH-1 inv ag
N/C(=N\N=C/c1ccc(F)cc1)N/N=C\c1ccc(F)cc1,0,-3,3,-6,-5,-2,61*,-5,-4,8,-1
CCCC(=O)NC(Nc1cccc(C(F)(F)F)c1)C(Cl)(Cl)Cl (stereo not given),1,0,8,8,-3,24,0,2,-5,-1,-18
COc1cccc(C(=O)NN2CCOCC2)c1,-12,12,13,7,-4,8,-2,4,5,-11,-6
Cc1[nH]c(C)c(S(=O)(=O)N2CCCCC2C)c1C(=O)N1CCCC1 (stereo not given),0,1,11,-2,11,8,-8,8,1,8,5
COc1cc(/C=N/NC(=O)c2ccc(O)cc2)ccc1OCC(=O)Nc1cccc([N+](=O)[O-])c1,-13,-3,-39,-8,-9,-30,-6,-7,2,-21,6
CCOC(=O)C1=C(C)N(CCCCCC(=O)O)C(=O)NC1c1ccc(Br)cc1 (stereo not given),7,-8,-16,-7,7,11,-1,1,1,-28,6
COCC(=O)Nc1ccccc1-c1ccccc1,2,-2,9,-5,-2,-6,1,-9,0,-14,-8
O=S1(=O)CCC(NC(=S)NC2CCS(=O)(=O)C2)C1 (stereo not given),-4,-5,12,10,-11,12,2,-3,1,6,8
Cc1noc(C)c1COC(=O)CNC(=O)c1ccc(Cl)cc1,4,4,2,3,4,6,-7,9,-12,-1,17
CC1=C(C)NC(=S)SC1,4,15,-10,-7,-7,17,3,-6,-2,12,9
COC(=O)C(NC(C)=O)(Nc1cc(C)ccn1)C(F)(F)F (stereo not given),-4,26,21,-7,2,3,-3,-19,8,18,-2
Cc1ccc(C)c(NC(=O)CCC(=O)NNC(=O)c2cccc([N+](=O)[O-])c2)c1,-12,15,13,18,-4,-3,1,-18,4,-10,20
CCSc1ccccc1C(=O)Nc1ccc(S(=O)(=O)NC(C)=O)cc1,-5,15,11,-8,-8,-13,0,-13,-6,4,15
CC(CC(=O)Nc1ccccc1)NCCCN1CCCC1=O (stereo not given),9,-14,0,4,-6,2,-3,1,2,16,13
C(=NOCc1ccccc1)c1cccnc1,-7,-9,-67,-55,8,4,20,-38,6,-82,-10
CCc1nc2sc(C(C)=O)c(N)c2c2c1CCCC2,-3,-12,15,22,nt,19,64*,16,-7,21,9
CCC(OC(=O)c1ccco1)C(=O)NC1CCCC1 (stereo not given),-4,-3,-12,8,-9,14,3,-23,2,-5,3
C/C(CCc1ccccc1)=N\NC(=O)COc1ccccc1C,-7,5,8,-24,6,5,4,-5,2,22,-11
COc1ccc(CCN2CCCC(CN(C)Cc3cc(OC)ccc3OC)C2)cc1 (stereo not given),1,21,-10,4,-5,-5,72*,-8,-15,-10,-16
COc1cc(NC(=O)C2CCN(c3cnccn3)CC2)cc(OC)c1OC,5,5,1,5,1,0,4,1,-4,-9,-21
CCOc1ccc(CCN2C(=S)N([C@@H](CC(C)C)CN3CCCC3CN3C(=S)NC[C@@H]3Cc3ccc(O)cc3)C[C@@H]2Cc2ccccc2)cc1 (stereo not given in full),-10,8,6,-5,-4,-10,14,-3,-2,-8,-20
COc1ccc(NC(=S)NC2CC3CCC(C2)N3Cc2ccco2)cc1 (stereo not given),5,-3,19,14,-14,3,2,2,0,-21,10
COc1ccc(CCN2C(=O)N[C@@H](C(C)C)C2=O)cc1,2,1,-8,1,-3,-6,2,-1,4,-5,-21
CC(Oc1ccc2c3c(c(=O)oc2c1)CCC3)C(=O)NCc1cccnc1 (stereo not given),-3,3,1,-6,2,-8,-4,-14,-3,-37,1
COCc1ccc(C(=O)NCC2(N3CCCCC3)CCCCC2)cc1,-10,5,-1,-13,0,1,-7,-2,1,-37,-29
Fc1cccc(-c2n[nH]c(=S)n2-c2ccccc2)c1,-1,10,-12,-2,5,3,-3,-19,5,-11,0
CC(C)(C)NC(=O)COC(=O)c1ccc(F)cc1Cl,-12,5,-17,-40,9,4,-1,5,-2,-15,20
Cn1nnc(NC(=O)c2ccc(C(C)(C)C)cc2)n1,-1,-56,-74,-36,-3,0,5,-85,1,-67,-95
CCC(C)(C(=O)NC1CCCCC1)N(C(=O)CNC(C)=O)c1c(C)n(C)n(-c2ccccc2)c1=O (stereo not given),-3,3,5,-4,-12,-7,-3,-9,1,6,-2
Cc1cccc(NC(=O)NN2CCN(C)CC2)c1C,-5,5,4,-5,0,-5,-3,-2,-3,-10,13
COc1ccc(NC(=O)c2nc3nc(C)cc(C(F)F)n3n2)cc1OC,-11,-5,15,4,2,-5,14,11,5,0,10
COc1ccc(NC(=O)CNCc2ccc(Cl)cc2)cc1S(=O)(=O)N1CCOCC1,-2,4,24,1,0,-6,5,-22,0,-4,-19
CCOc1ccc(/C=N/NC(=O)Cc2csc(Nc3cccc(C(F)(F)F)c3)n2)cc1,-1,13,17,12,0,6,4,-1,-5,-3,16
Cc1csc(NC(=O)C2=COCCO2)n1,-7,-50,-57,-19,-6,-4,-4,-72,1,-30,-80
Nc1ccc(C(=O)N2CCN(S(=O)(=O)c3ccc(Br)cc3)CC2)cc1[N+](=O)[O-],2,-9,8,-9,4,-11,-2,10,8,21,-37
CCOc1ccccc1N1CC(C(=O)Nc2ccc3c(c2)OCCO3)CC1=O (stereo not given),1,11,-24,-7,0,15,-2,-20,0,-47,-24
COCCNC(=O)c1ccc2c(c1)NC(=O)CS2,-3,20,-14,-6,-3,15,2,-6,-8,-7,20
COC(CN(C)C(=O)c1cn(C)c2ccc(S(=O)(=O)N(C)C3CCCCC3)cc2c1=O)OC,-1,2,13,8,-3,1,0,-12,-2,-28,0
COc1ccc(/C=C2\SC(=O)N(CCNC(=O)CCS(=O)(=O)c3ccc(C)cc3)C2=O)cc1,-10,-37,-62,-51,-9,-16,2,-91,7,-26,-93
CCOc1ccc(C(Nc2cccnc2)c2cc(Cl)c3cccnc3c2O)cc1 (stereo not given),3,25,9,2,6,-14,0,10,9,-5,11
COc1cc(NCCCNC(C)C)c2nccc(C)c2c1,1,8,-63,7,5,12,1,-9,-12,-53,18
Cc1ccccc1-c1cc2nc(NCc3ccccc3F)n(C)c(=O)c2s1,-10,2,7,-2,nt,2,3,4,-4,-12,6
CC(=O)c1cccc(NC(=O)COC(=O)c2ccc3c(c2)OCCO3)c1,2,-7,9,10,-4,6,-4,-19,-4,-17,2
CCOC(=O)c1c2c3c(c(Cl)ccc3[nH]c1=O)C(=O)c1ccccc1-2,12,16,9,-8,nt,-33,92*,-4,4,9,4
O=C(c1ccncc1)N1CCN(C(=O)c2ccco2)CC1,-11,-5,4,-23,-3,3,-3,-1,2,6,-11
COc1cc(/C=N/NC(=O)CNC(=O)c2ccncc2)ccc1OC(C)=O,-1,-4,16,-7,0,-2,0,5,6,-25,-10
c1ccc(OCCCc2nc(-c3ccccn3)no2)cc1,-3,-22,-46,nt,5,12,-4,-40,3,-46,-52
O=C(CN1C(=O)C2C3CC(C(Br)C3Br)C2C1=O)N1CCN(Cc2ccccc2)CC1 (stereo not given),0,-24,10,-22,4,-18,2,-35,-5,4,-1

Copied from the list.
Reading of COc1cc(/C=N/NC(=O)CNC(=O)c2ccncc2)ccc1OC(C)=O in NR2F2 inh: -4
Reading of CC(=O)c1cccc(NC(=O)COC(=O)c2ccc3c(c2)OCCO3)c1 in Exocytosis inh: -4

Next records.
SMILES,NOD2-RIPK2 inh,NR2F2 inh,NCOA3 inh,TROY signal inh,TLR9-MyD88 inh,TWEAK Fn14 block,Exocytosis inh,SRC1 inh,ABHD5 PLIN5 PPI,SRC2 inh,LRH-1 inv ag
Cc1nonc1NC(=O)CSc1ccc(-c2ccccc2)nn1,1,5,8,5,-8,-10,1,-6,-4,14,-30
CCCNC(=O)C1(CC2CC(c3ccccc3)=NO2)CCN(C(=O)OC(C)(C)C)CC1 (stereo not given),-1,16,7,-32,-3,3,11,-8,11,6,29
O=CNc1ccccc1Oc1ccccc1,5,-31,13,7,6,0,1,-8,-4,-32,10
COc1cc(NC(=S)N2CCCCC2C)c(OC)cc1Cl (stereo not given),5,5,5,14,-9,14,0,-5,-4,-4,8
O=[N+]([O-])c1ccc(CSc2ccc(S(=O)(=O)N3CCOCC3)cn2)cc1,-9,-3,15,-7,-3,-26,-4,37,-9,3,-3
N#Cc1c(N)nc(SCC(=O)C23CC4CC(CC(C4)C2)C3)c(C#N)c1-c1ccc(Cl)cc1,-9,5,-31,-15,-1,-44,2,-16,3,-23,2
CC(=O)NNC(=S)NC(=O)c1ccc(C)cc1,3,-19,15,-11,-3,1,-5,14,7,-4,2
COCCNC(=O)C1(C)CCN(C(=O)c2ccc(OC)c(F)c2)C1 (stereo not given),3,6,-5,1,nt,2,3,-2,3,8,20
CCC(Oc1ccc(Br)cc1Cl)C(=O)Nc1nnc(C2CC2)s1 (stereo not given),3,-8,-3,12,-3,-11,0,9,2,-1,-9
CCCn1cnc2c(oc3ccccc32)c1=O,14,0,-17,-14,-11,-2,-5,-59,4,-16,-21
COC(=O)c1ccc(CS(=O)(=O)c2ccc(F)cc2)o1,-2,2,-21,-1,0,1,-2,3,-2,19,1
Cc1cc(C)c(C)c(S(=O)(=O)NCc2ccncc2)c1C,-9,38*,10,14,-6,29,4,4,3,-3,26
OC[C@@H](O)C1OC2NC(=S)OC2C1O (stereo not given in full),-9,-17,5,-11,-1,-4,-1,-4,0,13,-11
CCOC(=O)[C@@H]1[C@H]2COc3ccccc3[C@@H]2N2C(=O)N(c3ccc(OC)cc3)C(=O)[C@]12C,-16,1,6,-2,-2,2,29,-1,-3,-28,5
O=C(O)c1cc(NC(=O)c2ccc([N+](=O)[O-])cc2)cc(NC(=O)c2ccc([N+](=O)[O-])cc2)c1,2,8,2,2,2,30,-7,-4,2,-28,-7
CCc1ccc(NC(=O)c2ccc3c(=O)n4c(nc3c2)CCCCC4)cc1,-8,21,-1,14,2,-1,-3,4,-4,-2,-4
CC(=O)c1sc(-c2ccc(F)cc2)cc1NS(=O)(=O)c1ccccc1,-2,-1,16,3,1,-4,-3,-13,0,9,9
CN(C)S(=O)(=O)c1cccc(C(=O)NC2CCSc3ccccc32)c1 (stereo not given),-24,1,-5,-14,-3,-5,3,9,3,-11,-5
Cc1[nH]nc2c1/C(=N\O)CC(C)(C)C2,3,-7,-2,5,-6,7,-2,-14,1,-3,2
O=C(NCc1ccccn1)c1nc(-c2cccs2)no1,-9,-12,-15,-19,-3,-3,-2,-28,2,-14,-32

An excerpt; the hit share may differ from the screen's.
